# Screening data: PubChem, The Scripps Research Institute Molecular Screening Center
# 3CLpro inhibitor: SARS-CoV 3CLpro protease inhibitors, primary screen, biochemical, quenched FRET; Replicase polyprotein 1ab (Severe acute respiratory syndrome coronavirus), P0C6X7; recombinant SARS-CoV 3CLpro, quenched FRET peptide cleavage; inhibition, % at 6 µM; 0.14% of 290,000 active; in the data active means inhibition above about 12%
# Active calls of the source: *. This is a subset; count on the stated rates, not on these rows.
# The first two entries, ahead of the listing:
SMILES,3CLpro inhibitor
O=C(Nc1ccc2c(c1)nc1n2CCN(C2CCCCC2)C1)NC1CCCCC1,2.4
O=[N+]([O-])c1cc(F)c(N2CCCC2)cc1N1CCNCC1,-0.4

# The list itself, from the start:
SMILES,3CLpro inhibitor
O=C(Nc1ccc2c(c1)nc1n2CCN(C2CCCCC2)C1)NC1CCCCC1,2.4
O=[N+]([O-])c1cc(F)c(N2CCCC2)cc1N1CCNCC1,-0.4
Cc1ccc(NC(=O)c2cc3c(=O)oc4ccc(C)cc4c3s2)nc1,-1.0
COC(=O)c1cc2oc(C)cc2n1CC(=O)Nc1ccc(OC)c(OC)c1OC,0.8
Cc1ccc(NC(=O)Nc2ccc3c(c2)nc(C)n3C)cc1C,3.4
Cc1ccc(C2C3=C(CCCC3=O)Nc3c2c(C)nn3-c2ccccn2)o1 (centres undefined),3.7
CCOC(=O)C1=C(N)n2c(s/c(=C/c3ccccc3)c2=O)=C(C(=O)OCC)C1c1ccccc1 (centres undefined),7.3
Cc1ccnc2ccc(P(=O)(c3ccccc3)c3ccccc3)cc12,1.3
O=C(CCCN1C(=O)/C(=C/c2cccs2)SC1=S)Nc1ccc(O)c(C(=O)O)c1,5.8
O=C(C1=C[C@@H]2[C@H]3C(=O)N(c4ccccc4Cl)C(=O)[C@H]3[C@@H](C(=O)c3ccc(Cl)cc3)N2C=C1)c1ccccc1,3.6
CCCc1nc(N2CCOCC2)c2sc(=S)n(-c3ccccc3)c2n1,-2.0
O=C(Nc1ccc(F)c(F)c1)c1ccc(F)c(S(=O)(=O)N2CCOCC2)c1,-6.8
CC(=O)c1ccc(COC(=O)c2ccccc2NC(=O)C(C)C)cc1,-0.7
CC(C)(C)C(=O)/C(=C\c1ccc([N+](=O)[O-])cc1)n1cncn1,0.8
COc1cccc2cc(C(=O)C3=C(O)C(=O)N(CCCN4CCOCC4)C3c3ccncc3)oc12 (centres undefined),2.9

# Rewritten with bars between the fields: 7 of the compounds above.
canonical_smiles | 3CLpro inhibitor
CC(C)(C)C(=O)/C(=C\c1ccc([N+](=O)[O-])cc1)n1cncn1 | 0.8
O=C(C1=C[C@@H]2[C@H]3C(=O)N(c4ccccc4Cl)C(=O)[C@H]3[C@@H](C(=O)c3ccc(Cl)cc3)N2C=C1)c1ccccc1 | 3.6
Cc1ccc(NC(=O)c2cc3c(=O)oc4ccc(C)cc4c3s2)nc1 | -1.0
CCOC(=O)C1=C(N)n2c(s/c(=C/c3ccccc3)c2=O)=C(C(=O)OCC)C1c1ccccc1 (centres undefined) | 7.3
Cc1ccc(NC(=O)Nc2ccc3c(c2)nc(C)n3C)cc1C | 3.4
O=C(Nc1ccc(F)c(F)c1)c1ccc(F)c(S(=O)(=O)N2CCOCC2)c1 | -6.8
Cc1ccnc2ccc(P(=O)(c3ccccc3)c3ccccc3)cc12 | 1.3

# Carrying on.
SMILES,3CLpro inhibitor
Cc1ccc(S(=O)(=O)c2cc3c(=O)n4ccccc4nc3n(CC3CCCO3)c2=N)cc1 (centres undefined),-6.9
COc1ccc(CCNC(=O)CCN2C(=O)c3ccccc3C2=O)cc1OC,-2.8
O=C(/C=C/c1cccc([N+](=O)[O-])c1)NC(=S)Nc1ccccc1C(=O)O,3.6
Cc1c(Cl)cn2c(=O)cc(CN(C)Cc3nc4ccccc4c(=O)[nH]3)nc2c1Cl,-2.2
c1ccc(C2CCC3(CC2)Oc2ccccc2C2CC(c4cccnc4)=NN23)cc1 (centres undefined),-8.3
CCN(CC)CCn1c(SCC(=O)Nc2ccc(F)cc2)nc2c(sc3ccccc32)c1=O,-1.9
O=C(Oc1ccc2cc(Br)ccc2c1)N1CCCCCC1,2.5
Cn1c(=O)oc2cc(S(=O)(=O)N3CCCC(C(=O)N4CCn5c4nc4ccccc45)C3)ccc21 (centres undefined),0.8
O=C(c1cnc2n(c1=O)CCS2)N1CCN(c2ccccc2Cl)CC1,-0.6
CCOCC(=O)Nc1cc(C(=O)Nc2cc(C)cc(C)c2)ccc1Cl,1.4
Cc1ccc2c(Cl)cc(Cl)c(OCC(=O)Nc3ccc(C)c(S(=O)(=O)N(C)C)c3)c2n1,-0.4
Cc1c(NC(=O)CC2NC(=O)NC2=O)c(=O)n(-c2ccccc2)n1C (centres undefined),-1.6
O=C(CCS(=O)NCc1ccccc1)NCc1ccccc1 (centres undefined),-5.1
Cc1sc2nc3c(C(=O)N4CCN(c5ccccn5)CC4)cccn3c(=O)c2c1C,-0.2
C=CCN1C(=O)/C(=C2/C(=O)N(CC(=O)O)c3ccccc32)S/C1=N/c1nccs1,-0.8
Cc1ccccc1C(C(=O)NC1CCCC1)N(C(=O)CNC(=O)c1ccco1)c1cccnc1 (centres undefined),-0.4
O=C(Nc1nc2cc3c(cc2s1)OCCO3)c1cccc(S(=O)(=O)N2CCOCC2)c1,-0.9
Cc1ccc(N2C(=O)N(CC(=O)C(C)(C)C)c3ccccc3S2(=O)=O)cc1,2.4
c1ccc(-c2nnc(-c3cccc(-c4nnc(-c5ccccc5)o4)c3)o2)cc1,-1.6
CCCCn1nnc(NC(=O)c2ccc(-c3cccc([N+](=O)[O-])c3)o2)n1,6.4
O=C(Nc1ccc(N2CCOCC2)c(C(=O)O)c1)c1ccco1,3.7
Cc1cc(C)n(C(=O)c2sc3cc(F)ccc3c2Cl)n1,1.0
Cc1cc(Cl)c(OCCCCNC(C)(C)C)c(Br)c1,-2.0
Cc1cc(C(=O)N/N=C/c2cc(Br)ccc2OC(=O)c2ccc(Br)cc2)n[nH]1,-4.6
COc1cc(N)c(Cl)cc1C(=O)NC1CN2CCC1CC2 (centres undefined),-1.1
COc1cccc(C2=CC(c3ccccc3)n3ncnc3N2)c1 (centres undefined),-3.4
COC(=O)c1ccc(C(=O)OC)c(NC(=O)c2cc3ccccc3o2)c1,0.9
Cc1ccc(C)c(CSc2nc3ccncc3n2CC(=O)Nc2ccc(C)c(C)c2)c1,4.1
CCOc1ccc2cc(C#N)c(SCC(=O)NC(C)CC)nc2c1 (centres undefined),-2.8
CCOC(=O)c1[nH]c2cc(OC)c(OC)cc2c1NC(=O)CN1CCN(c2ccc(OC)cc2)C(C)C1 (centres undefined),0.2
O=C(N[C@H](C(=O)O)c1ccccc1)C1CCC(Cn2nnc3ccccc3c2=O)CC1 (some centres undefined),-3.9
Cn1c(=O)c2c(-c3ccccc3)n3c4ccccc4ncc3c2n(C)c1=O,-1.9
CCc1nc(SCC(=O)Nc2sc(C)c(C)c2C(=O)OC)c2ccccc2n1,-1.0
CCn1cc(C(=O)Nc2ccc(-n3cnnn3)c(OC)c2)c(=O)c2ccc(C)nc21,-3.5
O=C1c2cccc(O)c2C(=O)c2c(O)cccc21,0.4
COc1ccccc1NC(=O)Nc1nnc(-c2ccco2)s1,5.9
CCOC(=O)c1sc(N2C(=O)C(O)=C(C(=O)c3ccco3)C2c2ccccc2)nc1C (centres undefined),4.5
COc1ccc(NC(=O)N(Cc2cccs2)Cc2cc3cc4c(cc3[nH]c2=O)OCO4)cc1,2.7
CCCc1cc(=O)[nH]c(/N=C(/NC(=O)c2ccccc2)Nc2ccc3c(c2)OCCO3)n1,2.3
CCOC1=C/C(=C/c2c(N)n3oc(C)cc3nc2=O)C=CC1=O,3.9
CCOC(=O)/C(N=Nc1sc(C(=O)OCC)c(C)c1C(=O)OCC)=C(\C)O,3.4
CNC(=O)CSc1nnc(-c2cc3c(C)nn(-c4ccccc4)c3s2)n1C,3.5
C[C@H]1CC[C@H]2C(=O)N3[C@H](c4cccc(N5CCCC5=O)c4)[C@@H](C)CC[C@H]3C(=O)N2[C@@H]1c1cccc(N2CCCC2=O)c1,4.0
O=C(NCc1cccs1)C1CCCN1C(=O)Nc1ccc(Cl)cc1 (centres undefined),0.2
Cc1c(/C=N/NC(=O)c2cccnc2)c2ccccn2c1C(=O)c1ccc(F)cc1,1.0
CCCCc1cc2c(c(NC(C)=O)n1)c(=O)oc1ccccc12,-4.5
CNc1nc(OCC(F)(F)F)nc(N2CCN(C34CC5CC(CC(C5)C3)C4)CC2)n1,0.0
CCn1c(COc2ccccc2C)nnc1SCc1nc2ccccc2c(=O)[nH]1,0.8
CCOC(=O)c1cc2c(=O)n3cccc(C)c3nc2n(CCOC)c1=NC(=O)c1ccncc1,-0.9
O=C1c2cccc3c(N4CCCCC4)ccc(c23)C(=O)N1c1ccc(Cl)cn1,-1.0
Cc1ccc2c(c1)nnn2C1CCN(C(=O)NC23CC4CC(CC(C4)C2)C3)CC1,-3.9
CCn1cc(C(=O)NC2CCc3ccccc32)c(=O)c2ccc(C)nc21 (centres undefined),-1.7
CCOc1ccc2nc(C)cc(Nc3ccc(N4CCOCC4)cc3)c2c1,-1.8
Cc1ccc(C)n1-c1ccc(C(=O)O)cc1,1.9
COc1ccc(-c2coc3c(CN4CCCCC4)c(O)c(CN4CCCCC4)c(O)c3c2=O)cc1,3.3
CC(=O)Oc1ccc(C23CC4CC(CC(C4)C2)C3)cc1C(=O)O,2.9
COc1ccc(O[C@H]2C=C[C@@H](c3ccccc3)O[C@@H]2COC(=O)CC/C(C)=N/OC[C@@H](O)[C@H]2O[C@@H]3OC(C)(C)O[C@@H]3[C@H]2O)cc1,2.2
Cc1ccc(N=Nc2c(N)[nH]n3c(=O)c4c(nc23)CCCC4)cc1,-1.9
Cc1ccc(C)c(SCC(=O)Nc2cc(C)nn2-c2ccc(F)cc2)c1,2.8
CC(C)(C)NCCCOc1ccc(Cl)cc1C(C)(C)C,3.0

# Carrying on:
SMILES,3CLpro inhibitor
Cc1cc(=O)n2c3c(sc2n1)C(=O)N(Cc1ccccc1)C3=O,-2.4
Cc1ccsc1/C=C1/SC(N2CCOCC2)=NC1=O,1.5
CCCn1c(SCC(=O)Nc2ccccc2C(=O)OCC)nc2c1c(=O)n(C)c(=O)n2C,-5.9
COc1ccccc1N1CCN(C2CCN(C3CCC(c4ccccc4)CC3)CC2)CC1 (centres undefined),5.2
N=C1/C(=C/c2cccn2-c2cccc([N+](=O)[O-])c2)C(=O)N=C2SC=CN12,0.7
CCN(C(=O)c1ccc2c(Cl)c3c(nc2c1)CCC3)c1cccc(C)c1,3.7
O=C1CC(c2ccc(Br)cc2)NC(c2ccc(Br)cc2)C1c1ccccc1 (centres undefined),2.8
COC(=O)C1=C(C)NC2=C(C(=O)CCC2)C1c1ccsc1 (centres undefined),-2.9
COC(=O)/C=C1\OC(c2ccccc2)=CC1=O,3.5
O=C1c2ccccc2-c2onc3c(Oc4ccccc4)cc(O)c1c23,-4.1
COCCCNC(=O)C1CCC(CNS(=O)(=O)c2ccc(C)cc2)CC1 (centres undefined),1.4
C[C@H]1CC[C@H]2C(=O)N3[C@H](c4ccccc4Br)[C@@H](C)CC[C@H]3C(=O)N2[C@@H]1c1ccccc1Br,2.9
Clc1cccc(CN2COc3c(cc(Cl)c4cccnc34)C2)c1,-0.8
COc1ccc(-c2csc(NC(=O)COC(=O)Cc3ccccc3)n2)cc1OC,-2.7
CC(C)[C@@H]1NC(=O)c2cc([N+](=O)[O-])cc(F)c2NCCC[C@@H](C(N)=O)NC(=O)[C@H](CO)NC1=O,-1.6
COc1ccc2no[n+]([O-])c2c1,1.0
CCOC(=O)c1c(NC(=O)N/N=C/c2ccc(O)c(OC)c2)sc(C(C)=O)c1C,2.0
COc1ccc(C2c3c(oc4ccc(Cl)cc4c3=O)C(=O)N2Cc2ccco2)cc1OC (centres undefined),1.9
NC(=O)CS(=O)C(c1ccccc1)c1ccccc1 (centres undefined),-1.3
Cn1ccnc1SCC(=O)Nc1ccc2c(c1)OC(F)(F)O2,-2.2
COc1ccc(N2Cc3ccc(C(=O)N/N=C\c4ccc(O)cc4O)cc3C2)cc1,1.4
CCOC(=O)N1CCC(NC(=O)c2ccc3c(c2)sc2nc(-c4cccc(OC)c4)cn23)CC1,-5.3
COc1ccc(-c2nn(C)c(=O)c3ccccc23)cc1CNC(=O)CN1CCOCC1,-3.2
Oc1ccc2c3c1O[C@H]1c4[nH]c5ccccc5c4C[C@@]4(O)C(C2)N(CC2CC2)CC[C@]314,1.2
O=C(c1cccn2c(=O)c3cc4ccccc4cc3nc12)N1CCN(c2ccccc2)CC1,-5.6
Cc1ccc2nc(N3CCCCC3)c(C=O)c(=O)n2c1,-0.5
COc1cc2nc(Cl)nc(N3CCN(C)CC3)c2cc1OC,-0.4
CCN(CC)C(=O)c1ccc2c(c1[N+](=O)[O-])C(=O)c1ccccc1C2=O,3.6
COc1ccc(OC)c(NC(=O)c2c(NC(=O)c3ccco3)sc3c2CCC3)c1,5.3
CC1=C(C#N)C(=O)N(C2CCS(=O)(=O)C2)C(=O)/C1=C\c1ccco1 (centres undefined),3.0
Cc1c(/C=C2/CC3C4CC=C5CC(O)CCC5(C)C4CCC3(C)C2=O)cnn1C (centres undefined),0.0
CC(=O)NCC1=C(NC(C)=O)C2CC1C(C)(C)C2C (centres undefined),0.1
Cc1cc2cc(CCNC(=O)CC(C)C)c(=O)[nH]c2cc1C,-1.0
Cn1c(=O)c2c(nc(N3CCCCC3)n2CCSc2nc3ccccc3o2)n(C)c1=O,2.4
Fc1ccccc1Cn1cnc(NC(=S)NCCc2ccccc2)n1,-3.6
CCOC(=O)C1=C(O)/C(=C\c2ccc(CNC(=O)C(=O)Nc3ccc(C)c(C)c3)o2)N=C1C,2.6
Cc1cc(C)n(-c2nc3c(c(=O)n(C)c(=O)n3C)n2CC(O)COc2ccccc2C)n1 (centres undefined),-1.7
CSCCC(NC(=O)c1ccco1)C(=O)OCC(=O)Nc1sccc1C#N (centres undefined),-6.7
NC(=O)C1CCN(C(=O)c2ccc3c(=O)n(Cc4ccco4)c(SCC(=O)c4ccc(F)cc4)nc3c2)CC1,-0.8
CC(=O)SCC(Cc1ccccc1)C(=O)NCC(=O)OCc1ccccc1 (centres undefined),9.4
COC(=O)c1ccc(Cn2nnc3c(sc4nc(N5CCOCC5)c5c(c43)CCCC5)c2=O)o1,2.3
CC(C)Nc1nc(NC(C)C)nc(N(C#N)C(C)C(=O)N(C)C)n1 (centres undefined),-0.8
O=c1[nH]c2ccccc2nc1C(Cl)c1ccccc1 (centres undefined),-1.5
CCn1cc(C(=O)Nc2cccc(C)c2)c(=O)c2ccc(C)nc21,0.8
O=C(/C=C/c1ccc2c(c1)OCO2)Nc1nc(-c2ccc(F)cc2F)cs1,0.7
C[C@H]1COc2c(C3(N)CC3)c(F)cc3c(=O)c(C(=O)O)cn1c23,1.2
